HepG2 tox – counter-screen for TGF-b inhibitors: cytotoxicity in HepG2 cells; HepG2 CAGA-GFP viability, ATP luminescence, 18 h; Potency, µM (doses to about 46.1 µM), without a hit: at the highest dose activity change, negative = cytotoxicity, hits mostly cytotoxic; hit rate 0.76% among 410,000; further: potency means the concentration at half of the fitted maximal effect; some results filed as inactive show a strong effect at the top dose
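HepG2 CAGA-GFP cells (1000/well, DMEM with 1% FBS) received compound, then TGF-beta at 500 pg/mL final, and were incubated 18 hours at 37 degrees C. Viability was read by CellTiter-Glo luminescence. Media-only wells were set as complete cell-killing and DMSO as no toxicity.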
ATXN viability – cell viability loss in ATXN counter-screen. S2 cells (HEK-293 line with an ATXN2-luciferase reporter) viability, CellTiter-Fluor protease fluorescence, 24 h. Potency, µM (doses to about 56.7 µM), most hits filed as cytotoxic. hit rate 0.49% among 400,000. AID 651635; further: potency means the concentration at half of the fitted maximal effect; nearly all actives have a fitted effect of over 40% in size
pAkt inh – blocks phosphorylation of Akt; Neuro2A IGF-stimulated pAkt S473 HTRF, 20 min; hits give low values; activity change, % for hits at 50 µM; hit rate 0.32% among 360,000; in the data active means activity change below about -80%; inconclusive means mostly about -51% to -80%; further: on the % scale 0 is the no-effect control and ±100 the full control effect
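Single-point screen (50 µM final compound) in Neuro2A cells stimulated 20 min with 6 nM IGF at 37 deg C. After lysis, Ser473-phosphorylated Akt read by HTRF (ex 330 nm, em 615/665 nm) as the 665/615 ratio.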
Nrf2 activator – activates Nrf2 signaling; AREc32 ARE-luciferase reporter (MCF7-derived line), luminescence, 24 h; Potency, µM (doses to about 46.1 µM), for inactives: top-dose activation, most hits filed as activators; hit rate 0.31% among 410,000; AID 624171; further: potency means the concentration at half of the fitted maximal effect; % of control where 0% means no effect; nearly all actives have a fitted effect of over 65% in size
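For detection, Steady-Glo was added and plates sat 30 min at RT; before that, AREc32_Fluc cells grown overnight in OPTI-MEM/5% FBS had been treated with 23 nL compound for 24 hr at 37 deg C.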
CCT modulator – changes cytosolic chaperonin activity. hit rate 0.3% among 360,000. purified chaperonin ATPase assay, HTRF ADP detection, 30 min. activity change, % (concentration not given with the values), hits read low; in the data active means activity change below about -30%; further: on the % scale 0 is the no-effect control and ±100 the full control effect
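Enzyme 40 or 20 nM (batch-dependent) in Tris pH 7.4/KCl/MgCl2/DTT; cpd 76 uM single point; ATP 10 uM; 30 min 37 °C; Transcreener ADP HTRF detection, 30 min RT; ratio 665/615.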
Nrf2 block – inhibitors of Nrf2 signaling. hit rate 2.1% among 360,000. Potency, µM (titrated, usually from 46 µM), for inactives: top-dose activity change, negative = inhibition, most hits filed as inhibitors. A549 ARE-Fluc reporter, luciferase luminescence, 18-24 h. AID 504444; further: potency means the concentration at half of the fitted maximal effect; on the % scale 0 is the no-effect control and ±100 the full control effect; nearly all actives have a fitted effect of over 60% in size
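Two sequential reads on A549 ARE_Fluc cells exposed to compound for 18-24 h: a CellTiter-Fluor fluorescence read for viability, then a luciferase luminescence read for Nrf2/ARE activity.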
A549 tox – A549 cytotoxicity, counter-screen for Nrf2 inhibitors. Potency, µM (top dose mostly 46 µM), for inactives: top-dose activity change, negative = cytotoxicity, hits mostly inhibitors. A549 ARE-Fluc cells, CellTiter-Fluor viability, 18-24 h. hit rate 0.16% among 390,000. AID 504648; further: potency means the concentration at half of the fitted maximal effect; on the % scale 0 is the no-effect control and ±100 the full control effect
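A549 ARE_Fluc cells in 5% FBS OPTI-MEM were exposed to compounds in concentration-response for 18-24 h at 37 deg C. Viability was read by CellTiter-Fluor fluorescence (Ex 405/Em 525) after 30 min, before the luciferase read.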
TGFb inhibitor – inhibitors of TGF-b signaling | HepG2 CAGA-GFP TGF-b/SMAD3 reporter, GFP fluorescence, 18 h; TGF-beta stimulated, 500 pg/mL final | Potency, µM (series often up to 46.1 µM), for inactives: at the highest dose activity, negative = inhibition, usual class: inhibitors | hit rate 1.2% among 410,000 | AID 588855; further: potency means the concentration at half of the fitted maximal effect; on the % scale 0 is the no-effect control and ±100 the full control effect; nearly all actives have a fitted effect of over 65% in size
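TGF-beta reporter screen: HEPG2 CAGA-GFP, 1% FBS, 500 pg/mL TGF-beta final, 18 h; per-cell GFP summed per well; curves fitted and categorized by class.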
MmCpn inh – blocks the Methanococcus maripaludis chaperonin Mm-Cpn; purified Mm-Cpn ATPase, ADP Transcreener TR-FRET; Potency, µM (series often up to 76.9 µM), for the others: at the top dose activity, negative = inhibition, hits mostly inhibitors; hit rate 0.031% among 330,000; further: potency means the concentration at half of the fitted maximal effect; on the % scale 0 is the no-effect control and ±100 the full control effect; nearly all actives have a fitted effect of over 80% in size
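Reaction buffer contained 30 mM Tris pH 7.4, 100 mM KCl, 5 mM MgCl2 and 1 mM DTT. Mm-CPN (25 nM final) hydrolysed 10 uM ATP over 30 min at 37°C; ADP was read by HTRF.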
Numbers without * were called inactive; i = inactive; ? = inconclusive; · = no result given; & = joins results of further samples; [ ] = another dose, or the depositor's remark. Unless noted, the call rests on the fitted dose curve; in most records, active means well fitted curve in the direction sought with a large enough effect; inconclusive means small, poorly fitted or top-dose-only effect, or another doubt; inactive means no such curve, though single readings can be large; an effect the other way counts as inactive or inconclusive. This is a random part of the collection. Share with any hit: about 4.4%.

Fields – HepG2 tox, ATXN viability, pAkt inh, Nrf2 activator, CCT modulator, Nrf2 block, A549 tox, TGFb inhibitor, MmCpn inh
> COc1ccc(Nc2nc(N)nc(CSc3n[nH]c(-c4ccccc4)n3)n2)cc1
 : -14%, i, i, 3.3%, -0.2, -28%, 0%, 12%, 0%
> CNC(=O)C(=O)NCCN1CCN(C(=O)c2ccc([N+](=O)[O-])cc2)CC1
 : 32%, i, i, -0.7%, 1.0, 0%, 1%, 25%, ?
> CCCOc1ccc(N2CC(C(=O)NC3=NCCS3)CC2=O)cc1 (stereo unspecified)
 : -2%, ?, i, 0.2%, 0.9, 7%, -1%, -2%, 0%
> O=c1c2cnn(-c3ccccc3)c2ncn1Cc1ccco1
 : 2%, i, i, 5.1%, -2.4, -5%, 9%, 0%, 0%
> CCC(=O)Nc1ccc(S(=O)(=O)Nc2ncccn2)cc1
 : 3%, i, i, 0.1%, -0.3, 6%, -1%, 9%, 3%
> CCn1nc(C)cc1C(=O)Sc1ccc(Cl)cc1Cl
 : -23%, i, i, 1.4%, 0.8, 6%, 14%, ?, -1%
> COc1ccc(C(=O)Nc2ccccc2)cc1NC(=O)c1ccc([N+](=O)[O-])cc1
 : -20%, i, i, 2.5%, 1.6, -1%, -11%, ?, 2%
> CCCCCCCn1c2c(c(=N)c3ccccc31)CCC2
 : 2%, ?, i, 0.4%, -0.5, 2.3µM*, ?, ?, 1%
> C/C(CC(=O)NC1CCCC1)=N\NC(=O)C1CCCCC1
 : 0%, i, i, -0.5%, 0.2, -1%, 1%, 35%[activator], -1%
> COc1cccc(CNCCSc2nnnn2-c2ccccc2)c1OC
 : -22%, i, ·, 4.3%, ·, 15%, 10%, 19%, ·
> O=C(NCc1cccnc1)c1cc(C2CCCN(C(=O)c3cccc(O)c3)C2)on1 (stereo unspecified)
 : -4%, i, i, 0.2%, 2.0, ·, ·, 25%, ·
> O=c1[nH]cnc(O)c1C1C=CC=CC=C1
 : -20%, i, i, 0.2%, -4.0, 4%, 1%, 30%, ·
> C[N+](C)(C)CCOP(=O)(O)OP(=O)([O-])OC[C@H]1O[C@@H](n2ccc(N)nc2=O)[C@H](O)[C@@H]1O
 : 5%, i, i, 0.6%, -0.5, 7%, -2%, 5%, -2%[15.4 µM]
> O=C(CN1C(=O)COc2ccccc21)NC1CCCC1
 : -2%, i, i, -0.2%, -1.5, 20%, -4%, 0%, 1%
> Cc1nc2nc[nH]n2c(=O)c1NC(=O)c1c(-c2ccccc2Cl)noc1C
 : 28%, i, i, 0.6%, -1.7, ·, -1%, 26%, 1%
> COc1cc(NC(=O)CN2CCN(CC(=O)Nc3ccccc3OC)CC2)cc(OC)c1
 : -1%, i, i, 0.3%, 0.2, 4%, 2%, -9%, 0%
> COc1cccc(CN(Cc2ccco2)c2cnc(S(C)(=O)=O)nc2C(=O)Nc2cccc(Cl)c2C)c1
 : 0%, i, ·, 3.3%, ·, -6%, 9%, -17%, ·
> Cc1sc2ncn(CC(=O)N3CCN(c4ccc(F)cc4)CC3)c(=O)c2c1S(=O)(=O)N1CCC(C)CC1
 : -12%, ?, ·, -1.3%, ·, -2%[9.27 µM], -10%, -21%, ·
> O=C(Cn1cc(-c2nnnn2-c2ccc(Cl)cc2)c(=O)c2ccccc21)c1ccccc1
 : -11%, i, i, -0.4%, -6.1, 4%, -3%, -5%, ?
> Cc1ccc(C(=O)OCC(=O)Nc2ccccc2C(F)(F)F)cc1S(=O)(=O)N1CCCCC1
 : -19%, i, i, -0.4%, 0.8, -8%, -5%, 1%, -1%
> N#Cc1cc([N+](=O)[O-])ccc1NC(=O)COC(=O)c1cnccn1
 : 11%, ?, i, 0.5%, 2.2, 6%, 2%, -1%, 0%
> CCCn1nnnc1NC(=O)COc1ccc(CC)cc1
 : -16%, ?, i, 0.6%, -4.5, 6%, 8%, -23%, -1%
> COc1ccc(-n2cc(C(=O)c3cc(Cl)ccc3O)cc(C#N)c2=O)cc1
 : -10%, ·, i, 3.2%, 1.7, -7%, 0%, 0%, 0%
> CC(C)N1CCC1(C)C(=O)Nc1cc(-c2ccccc2)nn1C (stereo unspecified)
 : -1%, i, i, 0.3%, -2.3, ·, ·, 2%, ·
> COc1ccc(C)cc1Nc1n[n+](-c2ccccc2)c(-c2cccc(Cl)c2Cl)s1
 : -6%, ?, i, -0.4%, -0.9, -22%, -1%, ?, ?
> O=C(NCCc1ccc(Cl)cc1)C12CC3CC(CC(O)(C3)C1)C2
 : -20%, i, i, 2.7%, -4.9, ?, 0%, 13%, -7%
> COc1ccc(S(=O)(=O)N2CCCN(CC(=O)Nc3cc(NC(C)=O)ccc3OC)CC2)cc1
 : -37%, i, i, 2.4%, 1.2, 2%, 0%, 0%, -1%
> C/C(=N/Nc1ccnc2cc(Cl)ccc12)c1ccc(N)cc1
 : -47%, 25µM*, i, -6.1%, 0.1, 26%, -7%, ?, -1%
> O=C(Nc1cccc(Cl)c1)C1CCCN(C2=NS(=O)(=O)c3ccccc32)C1 (stereo unspecified)
 : 35%, i, i, -0.6%, 3.9, ?, -14%, 5%, 0%
> C[C@H](CO)N1C[C@H](C)[C@H](CN(C)S(=O)(=O)c2ccc(C#N)cc2)OCc2cnnn2CCCC1=O
 : 0%, i, i, 0.2%, -1.1, ·, ·, 4%, ·
> COc1ccc(-c2oc3c(c2C#CC(C)(C)O)C(OC)CCC3)cc1 (stereo unspecified)
 : ·, ?, i, 14%, -0.1, ·, ·, ·, ·
> O=C(Cn1cc(SCc2ccc(C(F)(F)F)cc2)c2ccccc21)N1CCCCCC1
 : -29%, ·, ·, 4.6%, ·, ?, -1%, ?, ·
> COCc1nnc(NC(=O)C2CC(=O)N(C3CCCCC3)C2)s1 (stereo unspecified)
 : 14%, i, i, -0.8%, -2.1, -27%, 4%, 4%, 1%
> O=C(NCc1ccccn1)c1cc2ccccn2n1
 : -6%, ·, i, 0.0%, 0.1, 17%, 5%, -11%, 1%
> CCN(CC)c1ccc(NC(=O)CN2CCN(CC(=O)Nc3ccc(OC)cc3)CC2)cc1
 : -26%, ?, i, -0.7%, -1.0, 0%, 0%, 1%, 0%
> CC(C)c1nc(N2CCCC2)c(C#N)c2c1CCCC2
 : -25%, i, i, 0.2%, 0.8, ?, 3%, 2%, 2%
> COc1ccc(-c2nn(-c3ccccc3)cc2CNCCN2CCOC2=O)c(F)c1
 : -7%, i, i, 8.0%, 0.9, 25%, -1%, 3%, -1%
> CN(c1ccc(OCC(=O)Nc2ccccc2C(=O)O)cc1)S(=O)(=O)c1ccc(Cl)cc1
 : -29%, i, i, -0.4%, 0.1, ?, 0%, -18%, 2%
> CCCNC(=O)NC(=O)COC(=O)c1ccc(S(=O)(=O)N(C)c2ccccc2OC)cc1
 : -13%, i, i, -0.8%, -3.0, -8%, -1%, -9%, -1%
> NC(=O)CC(O)c1cccc(Cl)c1 (stereo unspecified)
 : -4%, i, i, 0.2%, 0.2, 4%, -4%, 0%, 0%
> COc1ccc(NC(=O)C2CCN(c3cnccn3)CC2)cc1Cl
 : -10%&2%, i, i, 0.3%&0.5%, -0.4, -16%&-7%, -3%&-3%, 2%&3%, 1%
> Cc1cccc(N2CCN(C(=O)Cn3nc(C)c4sc5ccccc5c4c3=O)CC2)c1C
 : -3%, i, ·, 0.4%, ·, ?, 4%, -2%, ·
> CCN(CC)C(=O)Cn1cc(/C=C(\C#N)C(=O)N2CCN(c3ccccc3)CC2)c2ccccc21
 : -6%, ?, i, -0.1%, 0.2, ·, ?, ?, 1%
> CCOC(=O)c1c(S(=O)(=O)Nc2ccccc2OCC)c(C)n(C)c1C
 : -3%, i, i, -0.6%, 1.6, 3%, 1%, ?, 1%
> O=C(NCC(c1ccc2c(c1)OCO2)N1CCN(c2ccccc2)CC1)c1ccc(F)c(F)c1 (stereo unspecified)
 : -37%, ?, ·, 9.6%, ·, ·, -15%, ?, ·
> COc1ccc(NC(=O)C(NS(=O)(=O)c2cccs2)C(C)C)cc1Cl (stereo unspecified)
 : -12%, i, i, 2.6%, -1.2, 0%, 1%, 0%, 0%
> CC(=O)c1c(C)nc(Nc2nc3ccccc3s2)nc1C
 : -3%, ?, i, 16%, 0.8, ?, 0%, -18%, 1%
> CN(CC(=O)Nc1cccc(F)c1)C(=O)C1CCN(S(=O)(=O)c2ccc3c(c2)OCCO3)CC1
 : 10%, i, i, 0.4%, -0.6, -5%, -4%, ?, -1%
> COc1ccc(S(=O)(=O)Nc2ccc(Cl)cn2)cc1
 : 2%, i, i, -0.8%, -1.0, -24%, -5%, 4%, 1%
> Cc1cc(C)cc(NC(=S)NCCN2CCOCC2)c1
 : -22%, ?, i, -0.5%, -1.2, 12%, 0%, -4%, ·
> CCOC(=O)C1=C(C)NC(c2cccs2)C(=O)N1 (stereo unspecified)
 : 7%, ?, i, -0.7%, -7.7, -2%, 2%, ?, 1%
> CCOc1ccccc1N1CCN(C(=S)NCc2ccco2)CC1
 : -20%, i, i, 0.1%, -2.7, -6%, -9%, -29%, 2%
> C/C(N)=C(/C#N)C(=O)COC(=O)CNS(=O)(=O)c1ccc2ccccc2c1
 : 2%, ?, i, 3.2%, -1.3, -2%, -4%, 3%, 0%
> CCCOC(=S)N/C(=N\S(=O)(=O)c1ccccc1)c1ccccc1
 : -1%, i, i, -1.0%, 2.0, ·, 8%, 4%, 0%
> NNC(=O)c1sc(-c2ccc(Cl)cc2)cc1N
 : -35%, i, i, -0.2%, 0.3, ?, -4%, 4%, 1%
> COc1ccc(-c2noc(CCC(=O)Nc3cc(Cl)c(OC)cc3OC)n2)cc1
 : 3%, i, i, 3.2%, -5.7, ?, -16%, ?, -5%
> CSCCNC(=O)c1ccc2nc(Cc3ccccc3F)oc2c1
 : -1%, i, i, 3.9%, -12, ?, -7%, 1%, 2%

Assay outcomes as filed in PubChem BioAssay.
